Source: PubChem
V1aR counter = counter-screen for oxytocin receptor agonists: human V1a receptor agonists | activation, % at 3 µM | CHO-V1R cells, Fluo-8 calcium fluorescence, agonist mode; 0% DMSO, 100% 3 nM vasopressin | 0.25% of 320,000 active | P37288;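 active = activation above the mean activation of all tested compounds plus 3 SD, per screening run, cut at about 20% in these data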;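 also: signal is peak over basal fluorescence ratio across a 100 second FLIPR read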
Target sequence (P37288 whole entry, looked up): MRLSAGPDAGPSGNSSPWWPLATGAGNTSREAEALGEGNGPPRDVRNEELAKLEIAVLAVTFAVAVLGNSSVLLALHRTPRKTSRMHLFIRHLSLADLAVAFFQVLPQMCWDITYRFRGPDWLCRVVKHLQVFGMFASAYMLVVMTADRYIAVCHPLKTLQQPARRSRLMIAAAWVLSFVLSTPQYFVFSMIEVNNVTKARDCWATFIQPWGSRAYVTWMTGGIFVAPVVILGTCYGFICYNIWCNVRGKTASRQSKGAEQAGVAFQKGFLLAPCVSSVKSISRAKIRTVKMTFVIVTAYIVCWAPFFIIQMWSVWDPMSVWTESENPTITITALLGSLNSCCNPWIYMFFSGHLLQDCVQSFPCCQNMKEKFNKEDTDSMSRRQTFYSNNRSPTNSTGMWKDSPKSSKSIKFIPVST
OXTR agonist = agonists of human oxytocin receptor; 0.32% of 320,000 active; AID 2435; P30559; activation, % at 3 µM; CHO-OTR cells, Fluo-8 calcium fluorescence; normalized: DMSO 0%, oxytocin 100%;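 active = activation above the mean of all tested compounds plus 3 SD, cutoff set per screening run, cut at about 20% in these data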;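 also: peak over basal fluorescence ratio from a 100 s FLIPR kinetic read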
Target sequence (P30559 whole entry, looked up): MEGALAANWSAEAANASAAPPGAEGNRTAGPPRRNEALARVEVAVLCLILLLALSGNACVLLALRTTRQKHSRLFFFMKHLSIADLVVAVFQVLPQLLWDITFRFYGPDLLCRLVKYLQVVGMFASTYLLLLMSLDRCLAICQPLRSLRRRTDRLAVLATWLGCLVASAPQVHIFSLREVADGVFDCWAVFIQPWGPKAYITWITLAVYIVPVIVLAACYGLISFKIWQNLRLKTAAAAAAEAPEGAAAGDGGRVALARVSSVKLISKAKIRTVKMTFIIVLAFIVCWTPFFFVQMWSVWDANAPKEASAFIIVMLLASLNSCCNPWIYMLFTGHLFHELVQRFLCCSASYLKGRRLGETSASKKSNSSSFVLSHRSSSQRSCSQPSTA
GPR7 antagonist = antagonists of human GPR7 (neuropeptides B/W receptor 1) | GPR7-expressing cells, fluorescence antagonist assay | inhibition, % at 4.4 µM | 1.1% of 290,000 active; in the data active = inhibition above about 16%, passing the limit was not always enough;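 also: cells stimulated with the agonist NPW; 0% = agonist with vehicle and 100% = vehicle without agonist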
CHO-K1 Ca PAM = counter-screen for M1 PAMs: effect in parental CHO-K1 cells; ATP EC20, Fluo-8 calcium fluorescence; 0% at ATP EC20, 100% at ATP max; activation, % at 3 µM; 0.02% of 360,000 active; AID 602247;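 active = activation above the run cutoff, the mean activation of all test compounds plus 3 SD, cut at about 40% in these data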;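 also: peak over basal fluorescence ratio in a 140 s read after ATP addition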
OXTR potentiate = potentiates the human oxytocin receptor response; P30559; CHO-OTR cells, Fluo-8 calcium fluorescence, potentiator mode; 0% = oxytocin EC15, 100% = EC100; activation, % at 3 µM; 0.061% of 320,000 active; AID 2445;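 active = activation above that plate's cutoff, the mean activation of tested compounds plus 3 SD, cut at about 6.6% in these data, passing the limit was not always enough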;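 also: 100% uses oxytocin at 75 nM as the full agonist control; some results filed as inactive read as strong as hits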
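Material: human OTR in CHO cells. Compound: 3.0 µM, one dose. Timing: compound 6 min at room temperature before oxytocin, 100 s read. Evaluation: % activation of max/min ratio relative to oxytocin controls. Replication: single well per compound, singlicate. Signal: Fluo-8 calcium dye fluorescence.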
CHO-K1 Ca ag = counter-screen for M1 agonists: effect in parental CHO-K1 cells | Fluo-8 calcium fluorescence; scaled to maximal ATP response, vehicle zero | activation, % at 3 µM | 0.48% of 360,000 active; in the data active = activation above about 15%;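 also: untransfected CHO-K1 host cells lacking M1 receptor as counterscreen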
CHO parental Ca = signal in parental CHO cells, OX1R antagonist counter-screen | parental CHO-K1, ATP-induced calcium, Fluo-8 fluorescence | inhibition, % at 5.6 µM | 0.63% of 330,000 active | AID 463079;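 active = inhibition above that plate's mean sample inhibition plus 3 SD, cut at about 26% in these data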;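 also: 0% = ATP-challenged DMSO wells and 100% = DMSO wells without ATP; some compounds past the cut are filed as inactive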
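Material: Parental CHO cells | Reagent: ATP | Compound dosing: Single nominal dose of 5.6 µM per compound | Detection: Intracellular calcium via Fluo-8 no-wash fluorescent dye | Read-out: % inhibition of ATP-induced calcium mobilization | Benchmarks: Low control ATP plus DMSO, high control DMSO only | Replicates: Singlicate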
TAAR1 antag = antagonists of human TAAR1. CHO RD-HGA16 TAAR1, Fluo-8 calcium fluorescence, antagonist. inhibition, % at 3 µM. 1.5% of 360,000 active. AID 624466;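 active = inhibition above a per-plate cutoff, the mean inhibition of test compounds on that plate plus 3 SD, cut at about 49% in these data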;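 also: 0% = DMSO plus EC80 beta-PEA response and 100% = DMSO alone without agonist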
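Test system – hTAAR1-expressing CHO RD-HGA16 cells, Gα16-coupled · Reagent – β-PEA at EC80 concentration, post-compound challenge · Compound dosing – 3 µM, single point · Timing – 140 s kinetic read after compound, 140 s after agonist · Detection – Fluo-8 intracellular calcium dye fluorescence, real-time kinetic reads · Control set – DMSO and EC80 PEA controls · Repeats – n of 1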
CHO-K1 Ca antag = M1 antagonist counterscreen hit in parental CHO-K1 cells; ATP-induced calcium, Fluo-8 fluorescence; inhibition, % at 3 µM; 0.6% of 360,000 active; AID 602250;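 active = inhibition above a per-plate cutoff, the plate's mean sample inhibition plus 3 SD, cut at about 24% in these data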;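 also: 0% = DMSO plus EC80 ATP and 100% = DMSO alone without ATP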
An asterisk follows results filed as active; / = not tested or not shown.

SMILES	V1aR counter	OXTR agonist	GPR7 antagonist	CHO-K1 Ca PAM	OXTR potentiate	CHO-K1 Ca ag	CHO parental Ca	TAAR1 antag	CHO-K1 Ca antag
CS(=O)(=O)N(Cc1ccc(Cl)cc1)c1ccc(C(=O)NCCSCc2ccco2)cc1	10	9.1	30*	9	-7	2.4	5	18	4
Clc1ncccc1-c1nc2ccccc2n1Cc1ccccc1	0.5	-1.0	14	7	-7	0.8	-14	/	-5
Cc1c(Cl)ccc2c1NC(=O)[C@]21N[C@@H](CCC(N)=O)[C@H]2C(=O)N(c3ccc(F)cc3)C(=O)[C@H]21	0.8	-0.2	-5	12	-4	0.3	-4	-15	-16
O=C(CCN1CCCCC1)Nc1ccc(F)c(F)c1	/	/	/	-8	/	-0.2	/	12	7
CCOC(=O)Cc1c(C)nc2c(-c3ccc(Cl)cc3)c[nH]n2c1=O	-0.2	-1.0	0	4	-3	-0.4	-14	4	-5
COc1ccc(-c2c(C(C)=O)c(C)nc3sc4c(=O)[nH]nnc4c23)cc1	0.2	-1.5	-4	11	-3	-0.4	-7	-2	6
Cc1cc2c(cc1S(N)(=O)=O)S(=O)(=O)CCC2	1.5	1.1	/	15	-3	0.5	1	-21	3
Cc1cc(=O)oc2cc(OC(C)C(=O)N3CCCc4ccccc43)ccc12 (stereo not drawn)	0.0	-1.5	-6	7	-9	0.4	-28	-3	-4
NC(=O)c1ccc(OCC(=O)N2CCNC2=O)cc1	0.8	0.7	/	2	5	0.3	-5	-4	-10
CCCCN(C(C)=O)c1c(CC)nc2ccc(C(=O)NCc3cccs3)cn12	/	/	/	18	/	0.3	/	-14	-6
Cc1cc(C)c2[nH]c(=O)c(CN(Cc3ccco3)C(=O)C3CCCO3)cc2c1 (stereo not drawn)	1.1	-0.8	-14	17	-5	1.3	-30	8	0
Cc1ccc(Nc2oc(C)nc2C#N)cc1	-0.8	-1.2	-12	17	2	0.0	-14	-5	-15
CCCn1c(SCC(=O)Nc2ccc3c(c2)OCCO3)nnc1-c1ccco1	0.7	-1.9	-10	-4	-3	0.1	-23	-11	-3
CCNc1nc(NCC)nc(OCCOC(=O)c2ccccc2)n1	1.3	0.8	5	-2	-4	0.6	-10	-4	12
Cc1ccc(C)c(OCCCC(=O)O)c1	0.9	0.1	-5	-4	-3	-0.1	-4	-16	0
COc1cc([N+](=O)[O-])cc(/C=N/NC(=O)c2ccc(NC(=O)c3ccc(C)cc3)cc2)c1O	/	/	-5	18	/	0.1	/	9	-7
CC(/C=C1\SC(=S)N(CCCC(=O)Nc2ccc(C(=O)O)c(O)c2)C1=O)=C\c1ccccc1	-1.0	-0.8	-6	/	-7	/	-10	/	/
Cc1ccnc(Sc2ccc([N+](=O)[O-])cn2)n1	-0.8	-0.2	-10	-11	-12	0.0	-3	8	14
CCCCn1nnnc1SCC(=O)Nc1sc2c(c1C#N)CCCC2	1.2	0.5	-7	20	-8	0.7	-13	-9	-9
COc1cc(/C=C/C(=O)OCC(=O)NCC2CCCO2)ccc1OCC#N (stereo not drawn)	1.5	1.4	-9	12	-7	1.2	-5	8	-7
CCC(C)c1ccccc1NC(=O)COc1ccc(-c2nnco2)cc1 (stereo not drawn)	/	/	/	-8	/	0.6	/	-8	-21
N#Cc1ccc(-c2nc3ccc(Cl)cn3c2Cc2cccc(Cl)c2)cc1	/	/	/	19	/	1.1	/	0	-18
Cc1c(C)n(O)c2ccc3nonc3c12	2.5	3.7	-2	11	-5	2.0	-1	-38	-12
O=C(O)c1csc(-n2nc(-c3ccccc3)cc2C(F)(F)F)n1	-0.8	-1.7	3	15	-2	0.4	5	16	-13

In the list so far, two contain a nitro group on carbon:
SMILES	V1aR counter	OXTR agonist	GPR7 antagonist	CHO-K1 Ca PAM	OXTR potentiate	CHO-K1 Ca ag	CHO parental Ca	TAAR1 antag	CHO-K1 Ca antag
COc1cc([N+](=O)[O-])cc(/C=N/NC(=O)c2ccc(NC(=O)c3ccc(C)cc3)cc2)c1O	/	/	-5	18	/	0.1	/	9	-7
Cc1ccnc(Sc2ccc([N+](=O)[O-])cn2)n1	-0.8	-0.2	-10	-11	-12	0.0	-3	8	14

Next part:
SMILES	V1aR counter	OXTR agonist	GPR7 antagonist	CHO-K1 Ca PAM	OXTR potentiate	CHO-K1 Ca ag	CHO parental Ca	TAAR1 antag	CHO-K1 Ca antag
COc1cc(C)c(/C=C/C(C)=C/C=C/C(C)=C/C(=O)O)c(C)c1C	0.4	-1.4	/	14	2	0.2	-11	3	-8
Oc1ccc(N2CCN(C(c3ccccn3)c3nnnn3C3CCCC3)CC2)cc1 (stereo not drawn)	-0.8	-0.6	-6	5	-3	0.3	-5	14	-16
CCC(C)(C)n1nnnc1C(c1ccccc1OC)N1CCSCC1 (stereo not drawn)	-1.5	-2.2	-14	25	-2	0.0	-10	-16	-19
COc1cccc(CNC(=O)COc2ccc(C(=O)c3ccccc3)cc2)c1	6.7	3.0	4	15	-9	5.2	-18	13	-5
Cc1ccc(NC(=O)c2cccc3c2C(=O)N(C2CCCCC2)C3)cc1	1.1	-0.1	-3	21	4	0.6	-26	6	-15
CCOc1ccccc1NC(=O)CCn1cccc1	0.0	-1.4	-17	6	-2	0.4	-16	-21	-19
CCSc1nnc(CSc2ncccn2)n1C	0.3	-0.3	-3	18	-20	0.7	1	-19	-14
CN1c2ccccc2C2(C)CCCC3=Cc4cc([N+](=O)[O-])cc([N+](=O)[O-])c4OC312 (stereo not drawn)	0.3	-0.6	-8	-1	-5	-0.1	1	-1	-3
COc1ccc(C2c3c(ncn(CCN4CCOCC4)c3=N)Oc3ccc4ccccc4c32)cc1OC (stereo not drawn)	1.5	1.4	8	19	-4	0.6	-16	0	-14
CCn1c(COc2ccc(=O)n(-c3ccccc3)n2)nnc1SCc1ccccc1C	1.7	0.6	1	26	-14	1.9	-17	11	-13
CN1CCN(C(=O)c2c(NC(=O)c3ccco3)sc3c2CCC(C(C)(C)C)C3)CC1 (stereo not drawn)	2.7	3.5	-2	-5	-18	1.8	-30	-8	-1
CC(=O)Nc1nc2ccc(S(=O)(=O)N3CCCCC3)cc2s1	-0.6	-0.4	-14	-11	-4	0.3	-15	3	9
COc1ccc(CC(=O)N/N=C/c2cc([N+](=O)[O-])cc(Br)c2O)cc1	-0.1	-0.5	-8	-1	-10	1.2	-8	-20	-10
CCOc1ccccc1NC(=O)Cn1nnc(C(=O)NCc2ccco2)c1N	0.0	-0.4	12	-7	-20	0.5	-7	11	16
CCCc1nc2sc3ccccc3c(=O)c2c(=O)n1Cc1ccccc1	/	/	/	-22	/	0.1	/	-5	16
O=c1ccoc2ccccc12	/	/	/	-1	/	7.9	/	-9	14
O=C1CSC(c2ccncc2)N1Cc1ccco1 (stereo not drawn)	0.7	0.7	-2	-9	-1	0.1	-11	4	7
O=C(CC1CC1)Nc1ccc2c(c1)[C@H]1C[C@H](CC(=O)N3CCc4ccccc4C3)O[C@@H](CO)[C@H]1O2	/	/	/	8	/	0.2	/	-15	0
COc1ccc2nccc(/C=C/c3ccnc4ccc(OC)cc34)c2c1	-0.7	-2.9	-11	31	-9	2.5	-45	-21	-12
Cc1cccc(C(=O)Nc2ccnc(-c3ccncc3)n2)c1	2.0	0.8	-4	20	-6	2.6	-21	12	-19
COC(=O)CCC(=O)Nc1ccccc1C(N)=O	0.3	1.2	-16	-8	5	-0.2	9	9	7
CNC(=S)NNC(=O)c1cccn(Cc2ccc(Cl)c(Cl)c2)c1=O	0.7	0.4	-9	18	-2	0.8	6	6	-13
CCOc1cc(/C=C2\C(=O)N(Cc3ccco3)C(C)=C2C(=O)OC)ccc1O	-1.1	-1.1	-22	-8	-5	-0.2	2	14	5
COc1ccc2cc(C3NC(=O)c4ccccc4N3)c(Cl)nc2c1 (stereo not drawn)	3.8	1.6	-8	13	-6	2.5	-9	9	-8
Cc1ccc(S(=O)(=O)N(C(=O)c2ccncc2)c2ccc(OC(=O)c3ccncc3)c3ccccc23)cc1	2.0	0.1	-8	8	-2	-0.2	-11	4	-5
Nc1nc(CCl)nc(Nc2cccc3ccccc23)n1	-1.0	-1.2	-3	2	-3	-0.2	-10	10	0
Cc1cccc(NC(=O)CNC(=O)COC(=O)C2CC2C)c1C (stereo not drawn)	-0.3	0.1	/	19	-5	0.8	-3	-2	-11
Cc1ccc(C)c(NC(=S)N2CCC(c3nc4ccccc4s3)CC2)c1	0.5	0.3	-8	15	-17	2.2	-22	2	-5
COc1ccc(-c2nc(-c3ccc(Br)o3)no2)cc1	-0.2	-0.3	-8	5	-3	0.3	-10	-18	2
N#Cc1c(N)nc2c(c1-c1ccc3c(c1)OCO3)CCc1ccccc1-2	1.0	-0.5	-2	2	-10	1.1	-25	21	-6
CCc1nc2c(s1)CCc1onc(-c3ccc(Cl)cc3)c1-2	0.4	-1.7	/	1	-3	-0.7	-40	2	-11
C=CCOc1ccc(/C(O)=C2\C(=O)C(=O)N(CCCOC)C2c2ccncc2)cc1 (stereo not drawn)	-0.3	-0.2	0	16	-16	0.2	3	6	-5
Nc1cccc(S(=O)(=O)Nc2ccccc2)c1	0.0	1.2	-12	20	-5	1.6	5	-9	-14
CCOc1cccc2cc(-c3nnc(NCc4ccco4)s3)c(=O)oc12	-1.4	1.6	4	5	-12	0.1	-13	25	-5
CC1(Cc2cccc(F)c2)C(=O)Nc2ccc(S(=O)(=O)NC3CCCCC3)cc21 (stereo not drawn)	/	/	/	0	/	0.5	/	6	14
c1ccc(CC2CCN(c3nc4ccccc4n4nnnc34)CC2)cc1	0.8	-1.7	-14	-2	-2	-0.1	-17	0	1
COc1ccc(CCCC(=O)N/N=C\c2cccs2)cc1	0.0	-0.1	-10	16	-6	1.7	6	9	-14
Brc1ccc(C2=Nc3ccccc3C(c3ccncc3)=NN2)cc1	-1.7	-2.0	-4	22	-11	1.1	-17	-18	-15
CC(=O)c1c(C)[nH]c(C(=O)CN2C(=O)NC(CCc3ccccc3)C2=O)c1C (stereo not drawn)	1.4	2.3	-9	10	-8	4.0	-17	39	-7
CC1=C(C(=O)N(C(C)C)C(C)C)CC(CC(=O)NCc2ccco2)C(=O)N1Cc1ccc(C(C)(C)C)cc1 (stereo not drawn)	/	/	/	4	/	-0.8	/	-17	-17
COc1ccc(NC(=O)NNC(=O)CCC(=O)Nc2ccccc2Cl)cc1	0.8	0.2	-7	24	-12	1.4	-2	-5	-12
O=S(=O)(NN=C(c1ccccc1)c1ccccc1)c1ccccc1	/	/	/	18	/	-0.3	/	-24	-1
Cc1ccccc1/C=N/N1CCN(c2ccccc2)CC1	0.0	-2.5	-5	22	-5	1.4	-12	-8	-13
CC(=O)c1ccc(NC(=O)COC(=O)Cn2cnc3ccccc32)cc1	1.8	1.4	/	12	-11	0.4	-2	18	-12
